ERK EGF block: inhibitors of EGF-stimulated ERK signaling pathway; HEK293-V1b, EGF-stimulated phospho-ERK AlphaScreen; AID 1454; Potency, µM (highest dose often 11.5 µM), inactives show at the highest dose activity change, negative = inhibition, actives largely listed as inhibitors; actives 0.41% (n = 130,000); active = well fitted inhibition curve with a large enough effect; inconclusive = small, poorly fitted or top-dose-only effect, or effect the other way;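 also: plate controls were stimulated vehicle wells for no effect and unstimulated vehicle basal for full effect; nearly all actives have a fitted effect of over 55% in size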
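Cell line HEK293 (stable V1b), low serum overnight. Pretreatment: compound 30 min, 37C. EGF 25 nM, 5 min. Detection: SureFire AlphaScreen, 5 h RT. AC50 via standard Hill equation.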
Numbers without * were called inactive; ? = inconclusive; & = joins results of further samples; [ ] = remark or other dose. Potency is read from the fitted curve at half-maximal effect.

The first three entries (preview)
ERK EGF block	SMILES
-8.8%	CN(C)S(=O)(=O)c1cccc(NC(=S)NCCCn2ccnc2)c1
-1.2%	COCCn1c(=O)c(-c2cc(F)cc(F)c2)nc2cnc(Nc3cccc(OC)c3)nc21
12.4%	O=C(CC1S/C(=N/N=C/c2c[nH]c3ccc(OCc4ccccc4)cc23)NC1=O)Nc1ccccc1 (stereo unspecified)

Results, repeating the preview:
ERK EGF block	SMILES
-8.8%	CN(C)S(=O)(=O)c1cccc(NC(=S)NCCCn2ccnc2)c1
-1.2%	COCCn1c(=O)c(-c2cc(F)cc(F)c2)nc2cnc(Nc3cccc(OC)c3)nc21
12.4%	O=C(CC1S/C(=N/N=C/c2c[nH]c3ccc(OCc4ccccc4)cc23)NC1=O)Nc1ccccc1 (stereo unspecified)
-6.4%	CCOC(=O)c1ccccc1NC(=O)CSc1nncn1C
-6.6%[57.5 µM]	COc1ccccc1-n1c(=O)[nH]c2c(C(N)=O)nc(-c3cccnc3)nc21
5.3%	CCCn1c(-c2ccc(F)cc2)nc2c(NCCN3CCSCC3)nc(C)nc21
1.7%	O=C(CSC1CC(=O)N(CCc2ccccc2)C1=O)Nc1cccc(Cl)c1 (stereo unspecified)
-6.5%	Cc1c(Oc2ccc(C(F)(F)F)cc2[N+](=O)[O-])ccc2c3c(c(=O)oc12)CCC3
-12.5%	O=C(NCc1ccc(Cl)s1)c1cc(COc2c(F)cccc2F)on1
-1.9%	COC(=O)CC1C(=O)NCCN1C(=O)CSc1nc2ccc([N+](=O)[O-])cc2s1 (stereo unspecified)
-3.8%	O=C(/C=C/Nc1ccc([N+](=O)[O-])cc1Br)c1cccc2ccccc12
?	O=S(=O)(NCCC1=CCCCC1)c1cccc2nsnc12
1.7%	Cc1ccc2nsnc2c1S(=O)(=O)NC1CC1
-3.8%	CCOc1ccc(C(C)C)cc1S(=O)(=O)n1ccnc1C
2.2%	COc1cccc(NC(=O)/C=C/c2ccccc2[N+](=O)[O-])c1
19.5%	N[C@H]1CONC1=O
3.3%	O=C(COC(=O)c1ccc(NS(=O)(=O)c2cccs2)cc1)Nc1nc2c(F)c(F)c(F)cc2s1
3.0%	O=C1N=C(N2CCN(c3ccccc3)CC2)SC1Cc1ccccc1 (stereo unspecified)
7.1%	COc1ccccc1C(CNC(=O)c1ccc(S(=O)(=O)NCc2ccco2)cc1)N(C)C (stereo unspecified)
-2.0%	COc1ccc(/C=C/C(=O)OCC(=O)Nc2ccc(N3CCOCC3)cc2)cc1

Continuation.
ERK EGF block	SMILES
-3.5%	COc1ccc(NC(=O)C(c2ccccc2)c2ccccc2)cn1
28.0%[57.5 µM]	NNC(=O)c1cc2c(s1)-c1cc(Cl)ccc1SC2
16.4%[57.5 µM]	CC(C)(C)OC(=O)N1CCCC1C(=O)NC(Cc1ccccc1)C(=O)O (stereo unspecified)
-2.5%	CCOc1ccc(OCCOCCNCCOC)cc1
1.9%	Nc1ccc2nc(NC(=O)C3CCCCC3)sc2c1
2.1%	COc1ccc(C(=O)c2c(C)c3ccccc3n2CC(O)CNC(C)C)cc1 (stereo unspecified)
4.8%[57.5 µM]	FC(F)(F)c1nnc(N2CCN(c3ccc(Cl)cc3)CC2)s1
3.6%[57.5 µM]	O=C(NNC(=S)NC1CC2C=CC1C2)c1ccncc1 (stereo unspecified)
-2.7%	CCN(c1ccc(NC(=O)COC(=O)CCc2nc3ccccc3n2-c2ccccc2)cc1)C(C)C
-9.3%	CN(CC(=O)Nc1ccccc1Br)c1ncnc2sccc12
-4.1%[57.5 µM]	COc1cc(NC(=O)c2csc(-c3ccncc3)n2)cc(C(=O)Nc2cccc(C(F)(F)F)c2)c1
0.8%	COc1ccc2nc3ccccc3nc2c1NC(=O)c1ccc(Cl)cc1Cl
-2.0%	CCc1cccc2c(-c3ccccc3)c3c(nc12)OCC3
0.5%[57.5 µM]	CS(=O)(=O)N(CC(=O)NN=C1CCCCCC1)c1ccc(Oc2ccccc2)cc1
13.4%	Cc1cc(C)c2c(c1)[C@@H]1C=CC[C@@H]1[C@H](c1ccc(S(=O)(=O)N3CCOCC3)cc1)N2
-9.3%	Cc1ccccc1CN1CCN(S(C)(=O)=O)CC1
3.7%	CCN1C(=O)/C(=C/c2ccc(C)o2)N(C)C1=S
-5.6%	CC(C)C(=O)c1cn(CC(=O)NCc2ccco2)c2ccccc12
-3.6%	O=C(CNC(=S)N(Cc1ccccc1)Cc1cccnc1)NCCc1ccccc1
7.1%	COc1cc2c(C(=O)c3ccccc3)c3c4c(cc(OC)c(OC)c4c2cc1OC)CCN3C

(more compounds)
ERK EGF block	SMILES
1.6%	CCCn1c(SCC(=O)Nc2ccc(OCC)cc2)nnc1C(C)C
3.8%	CC(/C=N/NC(=O)c1cc(-c2ccc(C)s2)[nH]n1)=C\c1ccccc1
-3.5%	CCOc1ccc(S(=O)(=O)NC(Cc2cnc[nH]2)C(=O)O)cc1 (stereo unspecified)
7.1%	Cc1cc(=O)[nH]c(N/N=C/c2ccccn2)n1
-1.6%[57.5 µM]	Cc1noc(C)c1C(=O)NNc1cc(Cl)ccc1Cl
-12.0%[57.5 µM]	COc1ccc2c(c1)CCc1cc(C(=O)O)sc1-2
-3.3%	O=C(Nc1ccccc1N1CCOCC1)c1ccc2c(c1)OCO2
-2.5%	CCCCNc1c(N)n(CC(C)C)c(=O)[nH]c1=O
-4.2%	COC(=O)c1cccc(-n2cnnn2)c1
0.5%	O=c1c2cc(Cl)ccc2[nH]c(=S)n1Cc1cccs1
2.5%	CC(=O)Nc1cc(C(=O)N2CCc3ccccc3C2)ccc1Sc1ccc(Cl)cc1
4.3%	CC(Oc1ccc(-c2ccccc2)c(F)c1)c1ccn(S(=O)(=O)c2ccc(F)cc2)n1 (stereo unspecified)
0.6%	CCCCc1nc(SCCOC)c2c(=O)n(C)c(=O)n(C)c2n1
-1.5%	O=S(=O)(c1ccc2oc3ccccc3c2c1)N1CCCC1
2.6%	C=CCSc1nc2ccsc2c(=O)n1-c1ccccc1
1.2%	Cc1ccccc1NC(=S)N(Cc1cccnc1)Cc1ccco1
21.8%	CC1(C)Cc2cccc(Oc3ccc(S(=O)(=O)N4CCCC4)cn3)c2O1
3.5%	CCOC(=O)/C=C/C(=O)Nc1ccccc1C(=O)NC1CCCCC1
-4.8%	COC(=O)c1cn(C(=O)c2cc(C)cc(C)c2)c2ccccc12
-3.4%	CCNC(=O)Nc1ccc(OC)cc1OC

Next part.
ERK EGF block	SMILES
-7.1%	Cc1ccc(SCCNC(=S)Nc2ccc(C)cc2C)cc1
-2.5%	O=C(c1c(O)c2ccc(Cl)cc2[nH]c1=O)C1CC1
-5.3%[57.5 µM]	O=C(CSc1ccccc1C(=O)O)NC1CCCCCC1
-22.3%	O=C(Cc1cccs1)NCCSc1c(-c2ccc(Cl)cc2)[nH]c2ccccc12
-5.3%&-4.7%	CCC/C=C(\CCC)C(NC(=O)Cc1ccccc1)c1ccc(C(=O)OC)cc1 (stereo unspecified)
7.9%	Cc1c(N)cccc1-c1nc2ccccc2[nH]1
?	COc1ccc(-c2nc3ccc([N+](=O)[O-])cc3[nH]2)cc1
-2.6%	O=C(c1nnc(Cc2ccc(Cl)cc2)o1)N1CCc2ccccc2C1
-1.8%	O=C(NCCCn1ccnc1)C(=O)c1c[nH]c2ccccc12
?	Cc1ccc(S(=O)(=O)Nc2ccc(N(C)C)cc2)cc1
8.3%	CC(C)(C)C(=O)Oc1ccc2cc(-c3ccc4ccccc4n3)c(=O)oc2c1
1.6%	CCSc1ccc(-c2cccc([N+](=O)[O-])c2)nn1
3.9%	CN1CCc2c(n(CC(O)CN3C(=O)c4ccccc4S3(=O)=O)c3ccccc23)C1=O (stereo unspecified)
-6.9%[57.5 µM]	CC(C)(C)SCCNC(=O)/C=C/c1ccccc1
-6.5%[57.5 µM]	CCCC12CN3CC(CCC)(CN(C1)C3c1ccco1)C2=O (stereo unspecified)
4.6%	CC(C)C(NS(=O)(=O)c1cc(C(=O)O)ccc1Cl)C(=O)O (stereo unspecified)
-6.0%	COC(CNC(=O)c1ccc2nc(-c3cccs3)c(-c3cccs3)nc2c1)OC
-27.7%	OC(CNCc1cccc(Br)c1)c1ccccc1 (stereo unspecified)
-8.9%[57.5 µM]	O=C1CCCC2=C1Sc1ccc(Cl)cc1N2
-3.0%	CCOC(=O)N1CCN(Cc2c(NC(=O)c3ccco3)sc(C)c2C)CC1

More results:
ERK EGF block	SMILES
-7.9%	O=C(Nc1c(Cl)ccc2nsnc12)c1ccco1
2.2%	COc1ccc(NC2=C(C(C)=O)C(c3ccc(N(C)C)cc3)C(C(C)=O)C(C)(O)C2)cc1 (stereo unspecified)
22.7%	COc1ccc(/C=N/NC(=O)CNc2c(Br)cc(C)cc2Br)c(C(=O)O)c1OC
1.0%	CN(CC(=O)Nc1sccc1C#N)C1CCCCC1
-3.7%	N#C/C(=C(/O)COC(=O)c1ccc(C#N)cc1)c1nc2ccccc2s1
9.0%	Nc1nc(CN2CCN(C(=O)c3ccco3)CC2)nc(Nc2cccc(Cl)c2)n1
-15.4%	COCCNC(=O)C(c1ccc(C)cc1)N(C(=O)C(=O)NC1CCCC1)c1ccc2c(c1)OCCO2 (stereo unspecified)
-1.6%	COC(=O)c1cn(NC(=O)COc2ccc(Cl)cc2)c(=O)c2ccccc12
2.7%	Cc1ccc2cc(S(=O)(=O)NCCCN3CCOCC3)ccc2c1
2.8%	Cc1ccnc2nc(C(=O)OCC(=O)NCCc3ccc(Cl)cc3)nn12
-4.4%	C#CC(C)OC(=O)C(C)NC(=O)c1ccccc1 (stereo unspecified)
3.4%	CCOc1ccccc1NC(=S)N1CCC(NC(=O)c2ccco2)CC1
1.6%	COc1cccc(CN(C)CC(=O)Nc2ccccc2C(=O)Nc2ccccc2)c1
-6.1%	CCOc1ccc(NC(=S)Nc2cc(OC)c(Cl)cc2OC)cc1
-7.5%	CCc1ccc(OCC(=O)N2c3ccccc3CCc3ccccc32)cc1
16.3%[57.5 µM]	CC(C)OC(=O)CC1C(=O)NCCN1C(=S)NC(=O)c1cccs1 (stereo unspecified)
-1.5%	O=C(O)c1ccc(N2C(=O)CSC2c2cccc([N+](=O)[O-])c2)cc1 (stereo unspecified)
3.5%	CCn1c(=O)c2c(nc3n2CCN3c2ccccc2)n(C)c1=O
-6.0%	O=c1c2ccccc2[nH]c(=S)n1CCN1CCCC1
-9.1%	CC(Cn1cnc2ccccc21)C(=O)O (stereo unspecified)

(list continues)
ERK EGF block	SMILES
-4.6%	CCn1c(O)c(N=NC(=O)CNc2ccc(C)cc2)c2ccccc21
0.3%	O=C(COc1ccccc1Br)NC1CCCC1
1.9%[57.5 µM]	O=[N+]([O-])c1cccc(-n2nnnc2CN2CCCC2)c1
3.8%	O=C(Nc1ccccc1Oc1ccccc1)c1ccccc1F
2.1%	Cc1cccc2c1N(CC(=O)OC(C)C)C(=O)C2=O
-0.8%	CCOc1cc(/C=C(\CC(=O)O)c2nc3ccccc3s2)ccc1OC
3.8%	O=C(CSc1nncn1-c1ccccn1)Nc1cccc(Cl)c1
-6.4%	CC(NCC1COc2ccccc2O1)C(=O)NCc1ccccc1 (stereo unspecified)
4.6%	Cc1cccc2nc(-c3ccco3)c(Nc3ccc4c(c3)OCCO4)n12
-9.1%	Cc1ccc(SCC(=O)NN2C(=O)c3ccccc3C2=O)cc1
7.4%	Cc1nn(C)cc1CN(C)Cc1ccc(OCC(O)CN2CCCCC2)cc1 (stereo unspecified)
0.7%	Cc1ccc(S(=O)(=O)N2CC=C(c3ccc(F)cc3)CC2)cc1
-0.8%	Cc1ccc(/C=C/C(=O)NCc2ccccn2)o1
?	O=C(O)c1cccc(NC2=C(Cl)C(=O)c3ccccc3C2=O)c1
-1.5%[57.5 µM]	CC(=O)N1CCc2cc(Br)cc(S(=O)(=O)N3CCc4ccccc43)c21
-6.3%	Cc1ccc(/C(=C\CN2CCCC2)c2ccccn2)cc1
-7.3%[57.5 µM]	NS(=O)(=O)c1ccc(NC(=O)c2c(F)cccc2Cl)cc1
-0.9%	Cc1cc(C)c2nc(-c3cccnc3)cc(C(=O)Nc3ccc(S(=O)(=O)Nc4onc(C)c4C)cc3)c2c1
2.2%	O=C(Nc1ccc(C(=O)O)cc1)/C(=C/c1ccc2c(c1)OCO2)NC(=O)c1cccc(Br)c1
2.4%	COc1cccc(C2=NOC(C(=O)N3CCN(C(=O)c4ccco4)CC3)C2)c1 (stereo unspecified)

The list goes on:
ERK EGF block	SMILES
6.8%	CCOC(=O)C1=C(CN2CCN(C(=O)OCC)CC2)NC(=O)NC1c1ccc2c(c1)OCO2 (stereo unspecified)
-4.5%[57.5 µM]	CC(C)(C)OC(=O)NC(CC(=O)OCc1ccccc1)C(=O)O (stereo unspecified)
2.8%[57.5 µM]	O=C(c1ccc(F)cc1)[C@@H]1[C@@H](C(=O)c2ccccc2)[C@@]2(C(=O)Nc3ccccc32)[C@H]2c3ccccc3C=CN12
2.0%	O=C(CSc1oc(-c2ccccc2)nc1S(=O)(=O)c1ccc(F)cc1)NCC1CCCO1 (stereo unspecified)
4.0%	COc1ccc(/C=N/Nc2ccccn2)c(OC)c1OC
-8.5%[57.5 µM]	Cc1ccc(S(=O)(=O)NNC(=O)c2ccoc2C)cc1
2.3%[57.5 µM]	O=S(=O)(CCSc1ccc(C(F)(F)F)cn1)c1ccc(Cl)cc1
3.1%	CC(CCn1cccn1)NC(=O)c1cc(COc2ccc(F)cc2F)on1 (stereo unspecified)
-2.4%	COc1ccccc1CN1CC[C@@]2(CCCN(C(=O)c3cccn3C)C2)C1
31.9%	COc1cc(CNCCSc2nnnn2C)cc(Br)c1OCc1ccccc1

Reprinted at random: 5 entries already listed, in no set order.
ERK EGF block	SMILES
-8.5%[57.5 µM]	Cc1ccc(S(=O)(=O)NNC(=O)c2ccoc2C)cc1
4.0%	COc1ccc(/C=N/Nc2ccccn2)c(OC)c1OC
-2.4%	COc1ccccc1CN1CC[C@@]2(CCCN(C(=O)c3cccn3C)C2)C1
2.0%	O=C(CSc1oc(-c2ccccc2)nc1S(=O)(=O)c1ccc(F)cc1)NCC1CCCO1 (stereo unspecified)
31.9%	COc1cc(CNCCSc2nnnn2C)cc(Br)c1OCc1ccccc1

Screens (PubChem BioAssay)

An excerpt; count on the stated rates, not on these rows.
